TDP1 inh: qHTS Assay for Inhibitors of Tyrosyl-DNA Phosphodiesterase (TDP1); Tyrosyl-DNA phosphodiesterase 1 (Homo sapiens), Q9NUW8; recombinant TDP1, AlphaScreen DNA substrate cleavage; Potency, µM (doses to about 130 µM), for the others: at the highest dose activity change, negative = inhibition, hits mostly inhibitors; actives 0.28% (n = 350,000); further: nearly all actives have a fitted effect of over 40% in size
Target sequence (Q9NUW8 whole entry, looked up): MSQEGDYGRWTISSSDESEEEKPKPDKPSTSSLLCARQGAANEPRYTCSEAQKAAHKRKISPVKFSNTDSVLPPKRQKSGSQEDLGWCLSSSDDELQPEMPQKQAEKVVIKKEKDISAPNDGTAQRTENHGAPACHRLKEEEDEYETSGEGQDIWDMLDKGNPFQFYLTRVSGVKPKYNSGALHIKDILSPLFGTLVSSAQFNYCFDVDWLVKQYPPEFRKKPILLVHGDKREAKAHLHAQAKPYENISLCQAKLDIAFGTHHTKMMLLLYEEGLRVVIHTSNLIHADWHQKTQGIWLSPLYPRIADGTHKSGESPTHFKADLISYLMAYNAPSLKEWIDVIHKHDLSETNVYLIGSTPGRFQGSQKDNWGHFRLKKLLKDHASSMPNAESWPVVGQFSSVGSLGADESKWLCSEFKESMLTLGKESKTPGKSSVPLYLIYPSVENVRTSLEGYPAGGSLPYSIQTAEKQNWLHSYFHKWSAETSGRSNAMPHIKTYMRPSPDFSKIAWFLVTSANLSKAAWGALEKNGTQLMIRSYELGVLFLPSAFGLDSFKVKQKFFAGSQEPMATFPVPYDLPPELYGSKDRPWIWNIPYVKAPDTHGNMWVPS
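Recombinant human Tdp1 (E. coli-expressed, 1 nM final) preincubated with compounds 15 min at room temperature, then 5'-biotin/3'-phosphotyrosine-FITC DNA substrate (15 nM final) added for 5 min. AlphaScreen beads (10 ug/ml final) added 10 min; cleavage lowers signal.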
N370S GC: qHTS Assay for Inhibitors and Activators of N370S glucocerebrosidase as a Potential Chaperone Treatment of Gaucher Disease; N370S GC spleen homogenate, 4MU-glucoside fluorescence; Potency, µM (doses to about 59.4 µM), for the others: top-dose activity change, negative = inhibition, actives largely listed as inhibitors; actives 0.092% (n = 330,000); AID 2101, 2009;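 further: 0% = full enzyme activity and -100% = no enzyme basal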
TDP1 cell noCPT: qHTS for Inhibitors of human tyrosyl-DNA phosphodiesterase 1 (TDP1): qHTS in cells in absence of CPT. Potency, µM (titrated, usually from 46.2 µM), for inactives: at the top dose activity change, negative = growth inhibition, most hits filed as inhibitors. AID 686978, 2013. DT40 Tdp1-/- hTDP1 cells, no CPT, ATP luminescence, 48 h. actives 15% (n = 420,000); further: nearly all actives have a fitted effect of over 55% in size
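Luminescent ATP content (CellTiter-Glo) served as the growth readout. Knockout chicken DT40 cells expressing human TDP1 were exposed to compounds without camptothecin for a minimum 48 hr at 37 °C.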
Active calls of the source: *; ? = inconclusive; nt = no result given; [ ] = remark or other dose. The call rests on the fitted dose curve; in most records, active means well fitted curve in the direction sought with a large enough effect; inconclusive means small, poorly fitted or top-dose-only effect, or another doubt; inactive means no such curve, though single readings can be large; an effect the other way counts as inactive or inconclusive. Unless noted, on the % scale 0 is the no-effect control and ±100 the full control effect; potency means the concentration at half of the fitted maximal effect. Some of the compounds tested; rates above refer to the full screens.

SMILES | TDP1 inh | N370S GC | TDP1 cell noCPT
Cc1cc(C)cc(NC(=O)Nc2ccc(S(=O)(=O)Nc3cc(C)on3)cc2)c1 | nt | -30% | 4%
Cc1cccc(NC(=O)c2cc(S(=O)(=O)N3CCN(c4ccccc4F)CC3)ccc2F)c1C | 5% | nt | ?
COc1cc2cc(CN(CCCO)S(=O)(=O)c3ccccc3Cl)c(=O)[nH]c2cc1OC | -2% | 3% | ?
O=C(COC(=O)c1cccnc1)c1ccc(Cl)cc1 | -2% | 24% | -2%
CCS(=O)(=O)c1ccccc1C(=O)N(Cc1cccnc1)c1nc2cc(C)c(C)cc2s1 | 8% | nt | 23µM*
CC(C)c1cc(C(=O)Nc2cccc(C(F)(F)F)c2)no1 | 2% | -12% | -3%
COCc1c(C(=O)NCC2COc3ccccc3O2)oc2ccccc12 (stereo not given) | -10% | nt | -48%
O=C(Cn1nnc2ccccc2c1=O)Nc1cccc(S(=O)(=O)N2CCOCC2)c1 | 8% | -6% | -4%
COc1ccc(Cl)cc1NC(=O)CSc1nc(-c2ccccc2)cc(=O)[nH]1 | nt | ? | -5%
COc1cc(C(C(=O)NC2CCCCC2)N(C(=O)Cc2c[nH]c3ccccc23)c2ccccc2C)cc(OC)c1OC (stereo not given) | 3% | 10% | -26%
O=C(CN1C(=O)NC2(CCc3ccccc32)C1=O)c1ccccc1 (stereo not given) | 4% | -2% | 7%
CCC(C(=O)Nc1ccccc1C(=O)OC)n1c(C)c2cnn(-c3ccccc3)c(=O)c2c1C (stereo not given) | 8% | nt | ?
C=CCC[C@H](Cc1ccc(F)cc1)C(=O)OC[C@H](C)NC(=O)[C@H](CC=C)CC(=O)NCCO | -1% | nt | ?
CCOc1ccc(NC(=O)c2oc3ccccc3c2NC(=O)c2cc3ccccc3o2)cc1 | 4% | nt | ?
COc1ccc(/C=N/n2cnnc2)cc1Br | 0% | 0% | 2%
O=C(NC1CCCCC1)C1CCCN1S(=O)(=O)c1cccc2nsnc12 (stereo not given) | 5% | -5% | -30%
CCCCOc1ccc(-c2ncc(Cl)cn2)cc1 | -3% | 0% | 0%
CCOc1ccc(CN2C(=O)c3ccccc3Sc3ccc(C(=O)NC)cc32)cc1 | 7% | nt | ?
O=C1NCCN/C1=C\C(=O)c1cccc(Br)c1 | 5% | -12% | -27%
Cc1cc(=O)n2nc(N3CCCC(C(=O)NCc4ccccc4Cl)C3)sc2n1 (stereo not given) | 6% | -9% | 8%
O=C(NCCc1ccccc1)c1ccc(S(=O)(=O)N2CCCC2)cc1 | 1% | nt | -24%
Cc1nn(CC(=O)N2CCN(C(=O)c3ccco3)CC2)c(C)c1[N+](=O)[O-] | -2% | nt | 3%
CC(C)S(=O)(=O)c1nsc2nc(=O)c(/C=C3\C=Nc4ccccc43)c(N)n12 | 1% | 1% | ?
Cc1ccc2[nH]c3c(c2c1)CN(C(=O)CN1CC(C)OC(C)C1)CC3 (stereo not given) | 11% | -2% | ?
COc1cc(Cl)c(C)cc1NC(=O)CSc1sc2c(O)cc(=O)[nH]c2c1C#N | -4% | -18% | 0%

The list continues:
SMILES | TDP1 inh | N370S GC | TDP1 cell noCPT
Cc1ccc(S(=O)(=O)N=S(CC2CC2(Cl)Cl)CC2CC2(Cl)Cl)cc1 (stereo not given) | 0% | 16% | 26µM*
CCN1CCN(S(=O)(=O)c2ccc(Cl)c(C(=O)NC(C)(C)C)c2)CC1 | 0% | 6% | 1%
Cc1cccc(Cc2cnc(N3C(=N)SC(C)C3=O)s2)c1 (stereo not given) | 11% | 7% | 18µM*
N#CCCCSc1nnc(-c2ccccn2)o1 | 0% | 0% | -14%
O=C(c1ccc(Cn2cc(Br)cn2)cc1)N1CCN(c2ccccc2)CC1 | 3% | 9% | 16µM*
O=C(O)CC1S/C(=N\N=C2CCCCCC2)N(c2ccccc2)C1=O (stereo not given) | nt | -2% | -9%
COc1cc2c(cc1OC)C(c1cccs1)N(C(=O)c1cccnc1)CC2 (stereo not given) | 0% | -6% | 2.9µM*
NS(=O)(=O)c1ccc(NS(=O)(=O)c2cccs2)cc1 | -5% | 26% | -12%
Clc1ccc(OCc2nn3c(-c4ccccc4)nnc3s2)c(Cl)c1 | -2% | 3% | -21%
COc1ccc(C(=O)NCC(=O)OC2CCCCC2=O)cc1 (stereo not given) | -2% | -3% | 5%
CCOC(=O)c1cnc2cc(-c3ccc(OCC)cc3)nn2c1-c1ccccc1 | 3% | nt | 8.2µM*
O=C(Nc1cccc(CNCCc2c[nH]c3ccccc23)c1)c1ccccc1Cl | nt | ? | 18µM*
O=S(=O)(c1ccccc1)N1CCN(c2nnc(-c3ccccc3)c3ccccc23)CC1 | 5% | 4% | 15µM*
O=C(O)c1ccc(NS(=O)(=O)c2cccc3nsnc23)cc1 | -2% | 7% | -2%
Cc1cc(C(=O)CN2CCCC(C)C2)c(C)n1-c1ccc(F)cc1 (stereo not given) | 3% | -11% | ?
COc1cccc(/C=N/N=C(\N)c2nonc2N)c1O | 2% | 11% | 0.92µM*
COc1ccc(OC)c(S(=O)(=O)NCc2csc(-c3ccccc3)n2)c1 | 3% | -1% | ?
COC(=O)CN(Cc1ccccc1)S(=O)(=O)c1ccc(OC)c(OC)c1 | -3% | 3% | -4%
Cc1ccc(NC(=S)NNC(=O)Cn2nc(C(F)F)cc2C(F)F)cc1 | 5% | 0% | -20%
Cc1cccc(NC(=O)/C(C#N)=C/c2cn(CC(=O)NCc3ccco3)c3ccccc23)c1 | -3% | -1% | ?
COCCN1C(=O)c2ccc(C(=O)Nc3cccnc3)cc2C1=O | 0% | -1% | -3%
N#Cc1ccc(C(=O)Nc2cc(-c3ccccc3)nn2-c2ccccc2)cc1 | nt | -5% | -28%
COc1ccc(N2C(=O)CC(N3CCCCC3)C2=O)cc1 (stereo not given) | 2% | -2% | ?
O=C(COC(=O)Cc1ccc(S(=O)(=O)N2CCOCC2)s1)NCc1ccc(Cl)cc1 | 3% | 2% | -12%
CCOc1ccc(NC(=O)CCN2CCN(S(=O)(=O)c3ccc(Cl)cc3)CC2)cc1 | 5% | -8% | -26%

Next section
SMILES | TDP1 inh | N370S GC | TDP1 cell noCPT
Cc1cc(Br)ccc1SCC(=O)OCC(=O)NCc1ccco1 | nt | -7% | -15%
COc1ccccc1OCCOCCOc1ccc(C)cc1Br | nt | -23% | ?
CN1CCN(C(=O)N2c3ccccc3CCc3ccccc32)CC1 | 3% | 0% | -30%
Cc1cc(C)n(-c2ccc(C(=O)OC(C)C(=O)Nc3ccc(C(N)=O)cc3)cc2)n1 (stereo not given) | -12% | -5% | -27%
COCCCNC(=O)CN(c1ccc(Cl)c(Cl)c1)S(C)(=O)=O | 3% | 6% | -15%
CCOC(=O)N1CCN(C(=O)CSc2ccc(C(F)(F)F)cc2[N+](=O)[O-])CC1 | 10% | -8% | ?
Cc1cc(C)n2nc(C)c(-c3ccc(Cl)cc3)c2n1 | nt | -14% | -5%
CCCOc1ccccc1/C=N/NC(=O)C1CC1 | 3% | -8% | 12%
COc1ccc2c(C)cc(N3CCN(Cc4ccccc4)CC3)nc2c1 | nt | -9% | 12%
COc1cc(C(=O)N/N=C(\Cc2ncc[nH]2)c2ccccc2)cc(OC)c1OC | 3% | 0% | 5.2µM*
O=C1C(Cc2ccccc2)Nc2ncnc(N3CCCCC3)c2N1Cc1ccccc1 (stereo not given) | 3% | nt | ?
Cc1ccc(Cl)cc1NC(=O)CN1C(=O)C(C)(C)c2cc(S(=O)(=O)N3CCCCC3)ccc21 | 3% | nt | 23µM*
CN(c1cccc(NC(=O)c2ccc(N(C)S(=O)(=O)c3ccccc3)cc2)c1)S(C)(=O)=O | -3% | -4% | ?
CCOC(=O)N1CCN(S(=O)(=O)c2ccc3[nH]cc(C(=O)O)c(=O)c3c2)CC1 | 0% | 2% | 0%
Cc1noc(C)c1C(=O)N1CCC2(CCCN(c3ccccc3)C2)CC1 | nt | 3% | ?
O=C(Cn1cnc2c(nnn2Cc2ccccc2)c1=O)NCC1CCCO1 (stereo not given) | 4% | 4% | 2%
c1coc(-c2nc3ccccc3nc2-c2ccco2)c1 | nt | 2% | ?
Cc1ccc2c(C(=O)CCl)c(C)[nH]c2c1 | nt | -12% | 2.6µM*
CN(Cc1ccco1)c1ccnc(-c2cccc(NS(C)(=O)=O)c2)n1 | -4% | 0% | -16%
Cc1cc(C)cc(NS(=O)(=O)c2ccc3[nH]cc(C(=O)N(C)Cc4ccccc4)c(=O)c3c2)c1 | 2% | nt | ?
Cc1ccccc1OCCC(=O)OCC(=O)N1CCN(S(=O)(=O)c2ccc(Cl)cc2)CC1 | nt | -5% | -26%
N/C(=N\OC(=O)COc1ccc(Br)cc1Cl)c1ccccn1 | -1% | 28% | -22%
Cc1ccc(NS(=O)(=O)Cc2ccccc2)nc1 | 5% | -3% | 1%
CCNc1ncc2nc(-c3ccc(Cl)cc3)c(=O)n(Cc3cccs3)c2n1 | nt | ? | -15%
O=C(NC1CCCCCCC1)c1ccccc1O | -3% | -9% | ?

Additional structures follow.
SMILES | TDP1 inh | N370S GC | TDP1 cell noCPT
COc1cc(Nc2nn(-c3ccc(OC(F)(F)F)cc3)nc2C(C)=O)cc(OC)c1 | -2% | nt | -17%
CCN1C(=O)NC2=C(C(=O)c3ccccc32)C1c1ccccc1F (stereo not given) | 11% | -15% | -54%
Nc1nc(=O)n([C@@H]2CS[C@H](CO)O2)cc1F | 4% | nt | ?
CN(C)c1ccc(CNC(=O)CCCN2C(=O)CCn3nc(-c4cn(C)c5ccccc45)cc32)cc1 | -1% | nt | -19%
O=C(COC(=O)CC1CCCCC1)Nc1c(Cl)cccc1Cl | -10% | nt | 20%
CNC(=S)N1CCN(S(=O)(=O)c2ccc3ccccc3c2)CC1 | 7% | -18% | -17%
Cc1ccc(Cn2ccn(Cc3ccccc3C)c(=O)c2=O)cc1 | 3% | nt | -27%
COc1cccc2c1C(=O)O/C2=C/c1ccc2c(c1)OCO2 | -11% | 19% | nt
Cc1ccc(NC(=O)c2c(C)noc2-c2snnc2C)cc1 | nt | 5% | ?
CCN1C(=O)CSc2ccc(C(=O)OC)cc21 | 5% | 3% | -9%
O=C(NCC(=O)N1CCc2ccccc2C1)c1ccccc1Cl | nt | -11% | 0%
Cc1cccc(OCC(=O)Nc2cc(C)on2)c1 | 3%[56.1 µM] | -3% | 18%
O=C(O)c1cc(/C=C/C(=O)c2cc(F)ccc2O)c2c(c1)COCO2 | nt | 1% | ?
O=C(NC(=S)NC1CC1)c1cccnc1 | -3% | -4% | -1%
COc1cc(/C=N/NC(=O)C(C)n2nnc3ccccc32)ccc1O (stereo not given) | 4% | -15% | 7%
COc1ccccc1NC(=O)Nc1cccnc1 | 0% | 9% | -14%
Cc1noc(C)c1CSCC(=O)Nc1cc(S(=O)(=O)N2CCOCC2)ccc1OC(C)C | nt | -1% | ?
CC(C)CC(NC(N)=O)C(=O)OCC(=O)N(Cc1ccccc1)Cc1ccccc1 (stereo not given) | 0% | -7% | -1%
COc1ccc(C2c3c(n(C)c4ccccc34)C(=O)N2CC(=O)Nc2ccc(F)cc2)cc1 (stereo not given) | 6% | nt | -14%
Cc1c(N2C(=O)CSC2c2ccc([N+](=O)[O-])cc2)c(=O)n(-c2ccccc2)n1C (stereo not given) | 4% | 1% | -7%
CCOc1cccc(-c2nnc(SCC(=O)Nc3cc(OC)cc(OC)c3)n2N)c1 | -4% | 5% | -13%
Cc1ccc(NC(=O)C2CCCN2S(=O)(=O)c2cccc3cccnc23)cc1C (stereo not given) | -1% | nt | 21µM*
